BioA inh = inhibitors of Mycobacterium tuberculosis BioA enzyme; purified M. tuberculosis BioA enzyme, plate reader; inhibition, % at 9.99 µM; 360,000 tested, 0.096% active; AID 602481; in the data active means inhibition above about 40%
An asterisk follows results filed as active.

compound	BioA inh
O=C(C[C@@H]1CC[C@@H](NC(=O)Nc2cc(F)ccc2F)[C@@H](CO)O1)NCCCN1CCOCC1	-1.1
C[C@H]1CN([C@@H](C)CO)C(=O)c2cc(/C=C/c3ccccc3)cnc2O[C@H]1CN(C)C(=O)C1CCC1	1.5
C[C@@H]1CN([C@@H](C)CO)C(=O)Cc2cc(NC(=O)c3ccncc3)ccc2O[C@H]1CN(C)S(=O)(=O)c1ccc(Cl)cc1	-1.1
C[C@H](CO)N1C[C@H](C)[C@H](CN(C)CC2CC2)Oc2c(NC(=O)C3CCCCC3)cccc2C1=O	-2.9
O=C(O)C[C@H]1CC[C@@H](NC(=O)c2ccccc2F)[C@@H](CO)O1	-0.8
Cn1cnc(S(=O)(=O)N2CCCCN3[C@@H](CO)[C@@H](c4ccc(-c5ccccc5F)cc4)[C@@H]3C2)c1	0.2
CCCC#Cc1ccc([C@H]2[C@@H](C#N)N(C(=O)C3CCCC3)[C@H]2CO)cc1	-5.4
C[C@H](CO)N1C[C@H](C)[C@H](CN(C)Cc2ccccc2)Oc2c(NC(=O)c3nc4ccccc4s3)cccc2C1=O	-1.4
CN(C)C(=O)c1ccc(-c2ccc3c(c2)[C@@H]2[C@@H](CCN2C(=O)c2ccccn2)[C@H](CO)N3)cc1	-0.2
CO[C@H]1CN(C)C(=O)c2cc(NC(=O)c3ccccc3F)ccc2OC[C@H](C)N(C(C)=O)C[C@@H]1C	-0.6
O=C(C[C@@H]1CC[C@H]2[C@@H](COC[C@@H](O)CN2C(=O)c2ccccc2F)O1)NCc1ccccc1	-0.8
COc1cccc(S(=O)(=O)N(C)C[C@@H]2Oc3cc(C#CCN(C)C)ccc3S(=O)(=O)N([C@@H](C)CO)C[C@H]2C)c1	-0.7
COCC(=O)Nc1ccc2c(c1)C(=O)N(C)[C@H]1CC[C@@H](CC(=O)Nc3ccccc3)O[C@H]1CO2	0.0
CN(C)C(=O)c1ccc(-c2ccc([C@@H]3[C@@H](CO)N4CCCCN(C(=O)C5CCC5)C[C@@H]34)cc2)cc1	6.2
CCC(=O)N(C)C[C@@H]1Oc2ncc(C#Cc3cccnc3)cc2C(=O)N([C@H](C)CO)C[C@H]1C	12.5
COCC(=O)Nc1ccc2c(c1)OC[C@@H](C)N(Cc1ccccn1)C[C@H](C)[C@@H](OC)CN(C)C2=O	-0.6
C[C@@H]1CN([C@@H](C)CO)C(=O)Cc2cc(NC(=O)Nc3ccc4c(c3)OCO4)ccc2O[C@H]1CN(C)C(=O)Nc1ccc(F)cc1	2.0
O=C(C[C@H]1CC[C@@H]2[C@H](COC[C@H](O)CN2C(=O)c2ccc(F)cc2)O1)NC1Cc2ccccc2C1	0.3
C[C@@H]1CN([C@@H](C)CO)C(=O)c2cc(NS(=O)(=O)c3cn(C)cn3)ccc2O[C@@H](C)CCCCO[C@@H]1CN(C)C(=O)Cc1ccccc1	-1.0
CC(C)NC(=O)N(C)C[C@H]1OCCCC[C@@H](C)Oc2ccc(NC(=O)CCCN(C)C)cc2C(=O)N([C@@H](C)CO)C[C@H]1C	-3.0

Retrieved one by one from the entries so far:
compound	BioA inh
CCCC#Cc1ccc([C@H]2[C@@H](C#N)N(C(=O)C3CCCC3)[C@H]2CO)cc1	-5.4
O=C(C[C@@H]1CC[C@@H](NC(=O)Nc2cc(F)ccc2F)[C@@H](CO)O1)NCCCN1CCOCC1	-1.1

(more compounds)
compound	BioA inh
CC(C)CC#Cc1cnc2c(c1)C(=O)N([C@@H](C)CO)C[C@@H](C)[C@@H](CN(C)C(=O)C1CCCCC1)O2	9.5
C[C@H]1CN([C@@H](C)CO)C(=O)c2cccc(NS(C)(=O)=O)c2O[C@H]1CN(C)S(=O)(=O)c1ccc(F)cc1	-1.5
C[C@@H]1CN([C@@H](C)CO)C(=O)c2cc(C#CC3CCCC3)cnc2O[C@H]1CN(C)S(C)(=O)=O	0.7
CCC(=O)N1C[C@@H](C)[C@H](OC)CN(C)C(=O)c2cc(NC(=O)Nc3cccc(F)c3)ccc2OC[C@@H]1C	2.4
O=C(CC1CC1)Nc1ccc2c(c1)[C@@H]1C[C@H](CC(=O)NC3CCCCC3)O[C@@H](CO)[C@@H]1O2	-1.6
C[C@H](CO)N1C[C@H](C)[C@@H](CN(C)C)Oc2cc(C#Cc3ccncc3)ccc2S1(=O)=O	0.2
CCCN(C)C[C@H]1Oc2cc(-c3ccccc3C)ccc2S(=O)(=O)N([C@H](C)CO)C[C@H]1C	-3.1
C[C@H]1CN([C@@H](C)CO)C(=O)c2cccc(NC(=O)c3ccc(-c4nccs4)cc3)c2O[C@H]1CN(C)C(=O)Nc1ccc2c(c1)OCO2	-1.3
O=C(N[C@@H]1C=C[C@@H](CC(=O)N2CCCCC2)O[C@H]1CO)c1cccc(F)c1	-2.3
CO[C@H]1CN(C)C(=O)c2ccc(NC(=O)C3CC3)cc2OC[C@H](C)N(Cc2cccc(F)c2)C[C@H]1C	1.2
C[C@H]1CN([C@@H](C)CO)C(=O)c2cc(-c3cccc(C#N)c3)cnc2O[C@@H]1CN(C)Cc1cccnc1	-1.4
COc1ccc(S(=O)(=O)N2CC[C@@H]3[C@H]2c2cc(-c4ccc(F)cc4)ccc2N(C)[C@H]3CO)cc1	2.3
O=C(C[C@H]1CC[C@@H](NC(=O)Nc2ccc3c(c2)OCO3)[C@H](CO)O1)NCc1ccccc1	2.2
C[C@@H]1CN([C@@H](C)CO)S(=O)(=O)c2ccc(C3=CCCCC3)cc2O[C@H]1CN(C)S(=O)(=O)c1ccc(F)cc1	-0.1
Cc1noc(C)c1NC(=O)Nc1ccc2c(c1)CC(=O)N([C@@H](C)CO)C[C@H](C)[C@@H](CN(C)C(=O)Nc1ccc3c(c1)OCO3)O2	-0.6
CCC(=O)Nc1ccc2c(c1)C(=O)N(C)C[C@H](OC)[C@@H](C)CN(Cc1ccccn1)[C@H](C)CO2	-1.4
CCCNC(=O)N1[C@H](CO)[C@H]2c3ccccc3N(C(=O)Nc3cccc(F)c3)C[C@H]21	-3.5
CCC(=O)N(C)C[C@H]1Oc2ncc(-c3ccccc3C)cc2C(=O)N([C@@H](C)CO)C[C@H]1C	0.5
C[C@@H]1CCCCO[C@H](CN(C)CC2CC2)[C@H](C)CN([C@@H](C)CO)C(=O)c2cc(NS(=O)(=O)c3ccc(Cl)cc3)ccc2O1	3.7
CC(C)NC(=O)Nc1ccc2c(c1)C(=O)N([C@H](C)CO)C[C@@H](C)[C@@H](CN(C)S(=O)(=O)c1ccccc1)OCCCC[C@H](C)O2	-2.3

Gathered by group: the compounds so far containing a Cl atom.
compound	BioA inh
C[C@@H]1CN([C@@H](C)CO)C(=O)Cc2cc(NC(=O)c3ccncc3)ccc2O[C@H]1CN(C)S(=O)(=O)c1ccc(Cl)cc1	-1.1
C[C@@H]1CCCCO[C@H](CN(C)CC2CC2)[C@H](C)CN([C@@H](C)CO)C(=O)c2cc(NS(=O)(=O)c3ccc(Cl)cc3)ccc2O1	3.7

Structures shown so far that have two or more sulfur atoms (three):
compound	BioA inh
COc1cccc(S(=O)(=O)N(C)C[C@@H]2Oc3cc(C#CCN(C)C)ccc3S(=O)(=O)N([C@@H](C)CO)C[C@H]2C)c1	-0.7
C[C@H]1CN([C@@H](C)CO)C(=O)c2cccc(NS(C)(=O)=O)c2O[C@H]1CN(C)S(=O)(=O)c1ccc(F)cc1	-1.5
C[C@@H]1CN([C@@H](C)CO)S(=O)(=O)c2ccc(C3=CCCCC3)cc2O[C@H]1CN(C)S(=O)(=O)c1ccc(F)cc1	-0.1

More entries:
compound	BioA inh
C[C@@H]1CN([C@@H](C)CO)S(=O)(=O)c2ccc(C#CCC3CCCC3)cc2O[C@@H]1CN(C)C	-0.8
CO[C@H]1CN(C)C(=O)c2cc(NS(=O)(=O)c3ccccc3)ccc2OC[C@H](C)NC[C@@H]1C	-0.6
O=C(c1ccccc1F)N1CC[C@H]2[C@H](CO)Nc3ccc(C#Cc4ccccc4)cc3[C@H]21	-1.5
Cc1ccccc1S(=O)(=O)N1CCCCN2[C@H](CO)[C@@H](c3ccc(-c4ccccc4)cc3)[C@H]2C1	1.2
C[C@@H]1CCCCO[C@H](CN(C)C(=O)Nc2ccc(F)cc2)[C@@H](C)CN([C@H](C)CO)C(=O)c2cc(NC(=O)Cc3ccccc3)ccc2O1	-1.0
C[C@@H]1CN([C@@H](C)CO)C(=O)c2c(c3ccccc3n2C)-c2ccccc2CO[C@H]1CN(C)S(=O)(=O)c1ccc(F)cc1	-1.1
O=C(C[C@@H]1CC[C@H]2[C@@H](COC[C@H](O)CN2CCC(F)(F)F)O1)NCc1ccc(Oc2ccccc2)cc1	1.5
CCCC(=O)Nc1ccc2c(c1)C(=O)N(C)[C@@H]1CC[C@@H](CC(=O)NCCCN(C)C)O[C@@H]1CO2	-1.7
CCC(=O)Nc1ccc2c(c1)C(=O)N(C)C[C@H](OC)[C@@H](C)CN(CC1CCOCC1)[C@@H](C)CO2	1.1
C[C@H]1CN([C@@H](C)CO)S(=O)(=O)c2ccc(C#Cc3ccccc3)cc2O[C@@H]1CN(C)C(=O)C1CC1	0.2
C[C@H](CO)N1C[C@H](C)[C@@H](CN(C)Cc2ccc(C(=O)O)cc2)Oc2c(NC(=O)c3cnccn3)cccc2C1=O	-2.3
COc1ccc(NC(=O)N(C)C[C@H]2OCCCC[C@@H](C)Oc3ccc(NC(=O)CCC(F)(F)F)cc3C(=O)N([C@H](C)CO)C[C@H]2C)cc1	2.4
O=C(c1ccccn1)N1C[C@H]2[C@@H](c3ccccc31)[C@@H](CO)N2C(=O)C1CCCC1	-3.4
C[C@@H]1CCCCO[C@H](CN(C)CC2CCCCC2)[C@@H](C)CN([C@H](C)CO)C(=O)c2cc(NS(C)(=O)=O)ccc2O1	-2.0
CC(C)C#Cc1ccc([C@@H]2[C@@H](CO)N(C(=O)c3ccccn3)[C@H]2C#N)cc1	-0.8
O=C(CN1CCOCC1)N1CC[C@@H]2[C@@H](CO)Nc3ccc(-c4ccccc4F)cc3[C@@H]21	1.0
C[C@@H]1CCCCO[C@@H](CN(C)CC2CCCCC2)[C@@H](C)CN([C@@H](C)CO)C(=O)c2cc(N(C)C)ccc2O1	4.2
CCC(=O)N1C[C@H]2[C@@H](c3ccccc31)[C@H](CO)N2C(=O)Nc1ccccc1	-6.5
COc1ccc(NC(=O)Nc2cccc3c2O[C@@H](CN(C)S(=O)(=O)c2ccccc2)[C@@H](C)CN([C@@H](C)CO)C3=O)cc1	-6.1
C[C@H]1CN([C@@H](C)CO)S(=O)(=O)c2ccc(/C=C/c3ccccc3)cc2O[C@@H]1CN(C)Cc1ccccc1	0.3

Carrying on.
compound	BioA inh
O=C(NCc1ccncn1)[C@@H]1[C@@H](CO)[C@@H]2Cn3c(ccc(-c4ccncc4)c3=O)[C@@H]2N1CC1CC1	0.5
O=C(C[C@H]1C=C[C@H](NC(=O)Nc2ccc(F)cc2)[C@H](CO)O1)NCc1cccc(F)c1	-2.7
Cc1noc(C)c1S(=O)(=O)Nc1ccc2c(c1)C(=O)N([C@H](C)CO)C[C@@H](C)[C@@H](CN(C)C(=O)Nc1ccccc1)OCCCC[C@@H](C)O2	-0.6
C[C@@H]1CN([C@H](C)CO)C(=O)Cc2cc(NS(=O)(=O)c3ccc(F)cc3)ccc2O[C@@H]1CN(C)Cc1ccc(C(F)(F)F)cc1	-4.5
O=C(C[C@@H]1CC[C@@H]2[C@H](COC[C@@H](O)CN2C(=O)c2ccccc2F)O1)NCc1ccc(F)cc1	0.0
C[C@@H]1CCCCO[C@H](CN(C)S(=O)(=O)c2cccs2)[C@H](C)CN([C@H](C)CO)C(=O)c2cc(NC(=O)Nc3ccc(F)cc3)ccc2O1	-2.5
CCC(=O)Nc1ccc2c(c1)OC[C@H](C)N(C(=O)c1ccc(F)cc1)C[C@H](C)[C@H](OC)CN(C)C2=O	-1.2
C[C@@H]1CN([C@@H](C)CO)C(=O)c2c(c3ccccc3n2C)-c2ccccc2CO[C@H]1CN(C)CC1CC1	1.3
Cc1ccc(S(=O)(=O)Nc2ccc3c(c2)C(=O)N([C@@H](C)CO)C[C@@H](C)[C@@H](CN(C)C(=O)NC(C)C)O3)cc1	4.3
C[C@@H]1CN([C@H](C)CO)C(=O)c2cccc(NS(=O)(=O)c3ccc(F)cc3)c2O[C@H]1CN(C)S(=O)(=O)c1ccc(Cl)cc1	-3.7
C[C@H]1CN([C@@H](C)CO)C(=O)c2cc(C3=CCCC3)cnc2O[C@@H]1CN(C)Cc1cccc(F)c1	2.3
O=C(CN1CCOCC1)N[C@H]1CC[C@@H](CCNC(=O)C2CCC2)O[C@@H]1CO	-0.4
CCCN1[C@@H]2c3ccc(C4=CCCC4)c(=O)n3C[C@@H]2[C@@H](CO)[C@@H]1C(=O)NCc1ccccn1	-2.6
CCS(=O)(=O)N1CCCCN2[C@H](CO)[C@@H](c3ccc(-c4ccc(C#N)cc4)cc3)[C@@H]2C1	0.1
CNC[C@H]1Oc2ncc(-c3ccccc3C)cc2C(=O)N([C@@H](C)CO)C[C@@H]1C	0.2
COCC(=O)N(C)C[C@H]1Oc2cc(C#Cc3ccccc3)ccc2S(=O)(=O)N([C@@H](C)CO)C[C@H]1C	-0.3
COc1ccc(NC(=O)Nc2ccc3c(c2)C(=O)N([C@@H](C)CO)C[C@H](C)[C@@H](CN(C)Cc2ccc(Oc4ccccc4)cc2)O3)cc1	-7.5
O=C(C[C@@H]1CC[C@@H]2[C@H](COC[C@H](O)CN2Cc2ccc(Oc3ccccc3)cc2)O1)N1CCCCC1	-2.5
C[C@@H]1CN([C@H](C)CO)C(=O)c2cc(-c3cccc(C#N)c3)cnc2O[C@@H]1CN(C)Cc1cccnc1	-2.1
C[C@H]1CN([C@@H](C)CO)C(=O)c2cc(C#Cc3cccnc3)cnc2O[C@H]1CN(C)Cc1ccccc1	1.0
C[C@H]1CN([C@@H](C)CO)C(=O)c2cc(C#CCc3ccccc3)cnc2O[C@@H]1CN(C)C(=O)Cc1cccnc1	-3.4
C[C@@H]1CN([C@@H](C)CO)C(=O)c2cc(NC(=O)Nc3ccc4c(c3)OCO4)ccc2O[C@@H](C)CCCCO[C@H]1CN(C)Cc1ccncc1	-0.9

This is a subset; rates above refer to the full screens.
